# Assay outcomes (PubChem BioAssay)
# USP1-UAF1 inh: USP1/UAF1 (human) deubiquitinase inhibition; O94782; recombinant USP1/UAF1, Ub-Rhodamine cleavage fluorescence; Potency, µM (titrated, usually from 57.1 µM), inactives show at the highest dose activity change, negative = inhibition, usual class: inhibitors; hit rate 0.23% among 390,000; AID 743255; note: potency is the fitted concentration of half-maximal effect; % is set by controls: 0 for no effect and ±100 for the full control effect; nearly all actives have a fitted effect of over 60% in size; inactives centre near -12
#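 1 nM enzyme complex + cpd, 15 min RT; start with Ub-Rho 150nM final; kinetic fluorescence ex 480/em 540, 6 reads q60 s. Buffer 50mM HEPES pH 7.8, 0.5mM EDTA, 0.1 mg/ml BSA, 1mM TCEP, 0.01% Tween-20.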
# mIDH1 inhibitor: blocks human mutant IDH1 R132H enzyme; IDH1-R132H enzyme, NADPH consumption, diaphorase/resazurin fluorescence; Potency, µM (highest dose often 76.6 µM), for the others: at the highest dose activity change, negative = inhibition, hits mostly inhibitors; hit rate 0.093% among 390,000; note: potency is the fitted concentration of half-maximal effect; % is set by controls: 0 for no effect and ±100 for the full control effect; nearly all actives have a fitted effect of over 65% in size
# Target sequence (O75874 whole entry R132H, stated change not applied): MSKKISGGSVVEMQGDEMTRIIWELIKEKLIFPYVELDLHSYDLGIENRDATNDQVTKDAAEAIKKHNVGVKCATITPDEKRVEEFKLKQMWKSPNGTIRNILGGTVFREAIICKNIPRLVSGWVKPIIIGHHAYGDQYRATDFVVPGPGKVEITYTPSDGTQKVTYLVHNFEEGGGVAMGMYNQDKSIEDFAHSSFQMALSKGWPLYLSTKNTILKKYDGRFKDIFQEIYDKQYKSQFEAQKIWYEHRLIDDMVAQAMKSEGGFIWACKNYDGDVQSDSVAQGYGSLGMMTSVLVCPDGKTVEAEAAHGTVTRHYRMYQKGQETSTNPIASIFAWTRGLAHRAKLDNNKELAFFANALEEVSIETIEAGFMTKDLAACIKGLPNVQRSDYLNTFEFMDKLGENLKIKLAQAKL
#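 IDH1-R132H (0.5 ug/mL dispensed) in pH 7.5 Tris buffer was preincubated 30 min with compound, then given a substrate mix of 0.016 mM NADPH and 2 mM alpha-KG for 80 min at room temperature; remaining NADPH was read by diaphorase/resazurin fluorescence.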
# Glioma ERSR ind: inducers of ER stress response in human glioma cells. hit rate 0.02% among 420,000. U87-MG GRP78 promoter luciferase reporter, 16 h. Potency, µM, inactives show at the top dose activation, most hits filed as activators; note: potency is the fitted concentration of half-maximal effect; series mostly up to about 76 µM; % of control where 0% means no effect; nearly all actives have a fitted effect of over 35% in size
#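 Stably transfected U87-MG human glioma cells carrying a GRP78-based luminescent sensor were seeded at 1000 cells/well, pin-dosed with compounds and incubated 16 h. Luciferase reagent was then added, and end-point luminescence was read after 10 min at room temperature.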
# Vif-A3G inh: inhibitors of Vif-APOBEC3G interaction; HeLa A3G-eYFP + Vif (tagged APOBEC3G with the HIV-1 protein that degrades it), YFP fluorescence, overnight; Potency, µM (titrated, usually from 46.1 µM), without a hit: at the highest dose activity, negative = active, usual class: inhibitors; hit rate 0.076% among 410,000;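 note: potency is the fitted concentration of half-maximal effect; % is set by controls: 0 for no effect and ±100 for the full control effect; nearly all actives have a fitted effect of over 60% in size; hits raise eYFP signal because A3G escapes Vif-driven loss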
#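 Read-out is eYFP fluorescence (Ex 488/Em 500-530) from Vif-expressing HeLa A3G-eYFP cells; more signal means A3G escaped Vif-mediated degradation. Cells plated overnight, compound pinned in, incubated overnight at 37 deg C.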
# RXFP1 agonist: activates the human relaxin receptor RXFP1; Q9HBX9; hit rate 0.3% among 370,000; Potency, µM (highest dose often 57.5 µM), for the others: top-dose activation, usual class: activators; HEK293T-RXFP1 cAMP TR-FRET, 30 min; response scale: percent of porcine relaxin response, buffer zero; note: potency is the fitted concentration of half-maximal effect; % is set by controls: 0 for no effect and ±100 for the full control effect; nearly all actives have a fitted effect of over 60% in size; many of its hits are not listed in these tables
#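 HEK293T cells stably expressing RXFP1 were pretreated with the PDE4 inhibitor Ro 20174, exposed to compounds for 30 min at 37C, lysed, and cAMP was read by TR-FRET. Data normalized to buffer (basal) and 29 nM porcine relaxin (100%).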
# Vif-APOBEC3F blk: blocks the Vif interaction with APOBEC3F | HeLa A3F-eYFP + Vif (tagged APOBEC3F with the HIV-1 protein that degrades it), YFP fluorescence increase | AID 602313 | hit rate 0.2% among 390,000 | Potency, µM (doses to about 46.1 µM), for inactives: at the top dose activity, negative = active; note: potency is the fitted concentration of half-maximal effect; % of control where 0% means no effect; nearly all actives have a fitted effect of over 65% in size
#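 HeLa cells stably expressing Vif plus C-terminally eYFP-tagged A3F were seeded, incubated overnight at 37 deg C, dosed with compound, incubated overnight again at 37 deg C. Yellow fluorescence (Ex 488/Em 500-530) reported blocked Vif-mediated A3F-eYFP degradation.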
# LDHA inh: blocks human lactate dehydrogenase A | P00338 | purified LDHA, NADH/diaphorase-resazurin fluorescence; hits give low values | activity change, % (values are at about 110 or 230 µM) | hit rate 0.15% among 480,000 | AID 1347041; in the data active = activity change below about -30%; inconclusive = mostly about -25% to -30%;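 note: plate controls were DMSO wells for no effect and wells without enzyme for full effect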
#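 Resorufin fluorescence (ex540/em590), read at 0 and 20 min after diaphorase/resazurin addition, reports the NADH left after a 5 min room-temperature reaction of 2 nM human LDH5 with 0.06 mM NADH and 0.2 mM pyruvate.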
# PI4K2A inh: PI4K2A (human) kinase inhibition; Q9BTU6; purified PI4K2A, ADP-Glo luminescence, 1 h; hits give low values; activity change, negative = inhibition, % at 76.9 µM; hit rate 0.13% among 420,000; AID 1346378; in the data active = activity change below about -50%; inconclusive = mostly about -30% to -49%;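 note: -100% = wells without enzyme as full effect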
#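 In this quantitative HTS, ADP production by PI4K2A was quantified luminescently after 1 h at ambient temperature; 100 microM adenosine served as plate-quality control.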
# TrxR1 substrate: rat thioredoxin reductase 1 substrate activity | AID 588456 | Potency, µM (highest dose often 114 µM), inactives show at the highest dose activity change, negative = substrate turnover | purified TrxR1 substrate turnover, NADPH consumption readout | O89049 | hit rate 0.01% among 390,000; note: potency is the fitted concentration of half-maximal effect; % is set by controls: 0 for no effect and ±100 for the full control effect; nearly all actives have a fitted effect of over 50% in size
# Target sequence (O89049 whole entry, looked up): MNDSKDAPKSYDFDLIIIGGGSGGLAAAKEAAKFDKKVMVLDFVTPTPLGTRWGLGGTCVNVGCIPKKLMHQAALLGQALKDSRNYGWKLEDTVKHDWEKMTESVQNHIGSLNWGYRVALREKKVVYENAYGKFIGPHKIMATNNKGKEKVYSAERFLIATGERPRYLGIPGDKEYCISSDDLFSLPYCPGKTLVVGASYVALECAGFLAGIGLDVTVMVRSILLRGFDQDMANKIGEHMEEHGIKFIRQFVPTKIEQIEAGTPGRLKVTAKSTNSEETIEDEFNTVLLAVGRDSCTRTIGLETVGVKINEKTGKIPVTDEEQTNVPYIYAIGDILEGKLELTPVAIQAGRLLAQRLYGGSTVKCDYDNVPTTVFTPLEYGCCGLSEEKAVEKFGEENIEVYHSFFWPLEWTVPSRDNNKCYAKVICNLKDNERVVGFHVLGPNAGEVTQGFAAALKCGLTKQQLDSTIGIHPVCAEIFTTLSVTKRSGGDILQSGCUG
#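 Rat TrxR1, dispensed at 90 nM, was prereduced with 400 uM NADPH (final) for 5 min at ~22 deg C, then incubated with compound 15 min before 400 uM selenite. A first-read NADPH fluorescence drop versus no-compound background flagged substrates.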
# Starred values were filed as active, the others as inactive; ? = inconclusive; . = no result given; [ ] = another dose, or the depositor's remark. Unless noted, calls come from the whole dose curve; as a rule, active = well fitted curve in the direction sought with a large enough effect; inconclusive = small, poorly fitted or top-dose-only effect, or another doubt; inactive = no such curve, though single readings can be large; an effect the other way counts as inactive or inconclusive. The list is partial; rates above refer to the full screens.
# The line under a structure holds: USP1-UAF1 inh, mIDH1 inhibitor, Glioma ERSR ind, Vif-A3G inh, RXFP1 agonist, Vif-APOBEC3F blk, LDHA inh, PI4K2A inh, TrxR1 substrate
CN1CCN(c2ccccc2NC(=O)c2ccc(-c3ccccc3)cc2)CC1
    -21%, 8%, -5%, -10%, 0.4%, -1%, 2, -3, -9%[57.1 µM]
CCn1c(NCc2cccc(OC)c2OC)nc2ccccc21
    -14%, -5%, 1%, 0%, -3.2%, -2%, -5, -7, -1%
O=C(Nc1ccc(Cc2ccncc2)cc1)c1ccc(N2CCOCC2)c([N+](=O)[O-])c1
    -18%, 5%, 1%, 0%, 1.1%, 6%, -1, -6, 0%
CCN(CC(=O)NCc1cccs1)C(=O)c1ccccc1Cl
    -16%, 6%, -4%, 0%, 2.5%, 2%, -2, -3, 6%[57.1 µM]
CN(CCC1CCOCC1)C(=O)CC1C(=O)NCCN1CC1CCCCC1 (stereo not drawn)
    -20%, 0%, -5%, 5%, -0.5%, 6%, 6, 0, 18%
C/C(=N/NC(=O)c1ccccc1)c1ccc(NC(=O)C(F)(F)F)cc1
    -11%, -4%, 6%, 1%, 0.6%, -20%, -7, 3, -4%
CC(O)(C#CCN1CCOCC1)c1ccccc1 (stereo not drawn)
    2%, 4%, -7%, -1%, -0.7%, -13%, -3, -2, 10%[57.1 µM]
O=C(OCc1ccc2c(c1)OCO2)c1ccc(S(=O)(=O)N2CCCCC2)cc1
    -18%, 0%, -1%, -2%, 0.0%, 1%, -6, 12, 0%
O=C(COc1ccccc1[N+](=O)[O-])NCc1cccnc1
    0%, 1%, -4%, 0%, 5.2%, 0%, -4, 6, -15%
CS(=O)(=O)c1ncc(Cl)c(C(=O)Nc2c(C(=O)Nc3ccccc3)oc3ccccc23)n1
    -24%, 18%, 0%, 4%, 0.9%, -16%, 0, 3, 4%
Cc1ccsc1/C=N/Nc1ccc(F)cc1F
    -21%, -7%, 6%, -11%, 7.5%, -1%, 10, 3, -7%
CSC1=C(C#N)C(c2ccncc2)C(C(=O)Nc2ccccc2)=C(C)N1 (stereo not drawn)
    -25%, -2%, 0%, -1%, 0.2%, 7%, -2, 3, -1%
COc1ccc(/C=C2/C(=O)N(c3cccc(F)c3)N=C2C)c(OC)c1
    -1%, -6%, -4%, 4%, -3.1%, 4%, 0, -51*, -12%
O=C(NNS(=O)(=O)c1ccc2ccccc2c1)NC1CCCCC1
    -13%, 1%, -3%, 0%, -0.2%, 2%, -1, -2, -1%
CCNC(=O)C1(C)CCN(Cc2cccc(C(F)(F)F)c2)C1 (stereo not drawn)
    ., ., -4%, -4%, ., ., -3, 6, .
Cn1c(=O)c2c(-c3ccccc3)n(-c3cc([N+](=O)[O-])ccc3O)cc2n(C)c1=O
    -20%, -5%, -1%, -3%, ., 1%, 9, 2, .
CC(=O)N1CCc2cc(S(=O)(=O)CCC(=O)N(C)Cc3ccco3)ccc21
    -17%, 3%, -1%, 4%, 1.4%, 5%, -2, 3, 2%
Cc1c(C(=O)OCc2ccccc2)[nH]c2c1C(=O)CC(c1ccc(C(C)(C)C)cc1)C2 (stereo not drawn)
    -5%, -13%, -4%, 4%, -2.5%, -1%, -3, 1, -1%
c1ccc(CCc2ccccc2-c2nc(-c3cccnc3)no2)cc1
    -26%, 9%, 1%, -19%, -2.3%, ., 1, 10, 4%
CCC(=NCc1ccco1)c1c(C(F)(F)F)[nH]n(-c2nc3ccccc3s2)c1=O
    -12%, 14%, 4%, 0%, -0.1%, -16%, -22, -13, -3%
COC/C=C/C1=CC2=CC(=O)C(C)(OC(=O)c3cnc4ccccc4n3)C(=O)C2=CN1CCCCO (stereo not drawn)
    ?, 1%[38.3 µM], -3%, -8%, -4.1%, 10%, 13, -18, -8%
Cc1[nH]c(=O)[nH]c(=O)c1/C=C/C(=O)OCC(C)C
    0%, 7%, -1%, -1%, -0.4%, 1%, -4, -2, -11%
Cc1nn(CC(=O)NCCCN2CCCC2)c(=O)c2nn(-c3ccccc3)c(C)c12
    -12%, 0%, -3%, 0%, 3.1%, -3%, -2, 12, -4%[57.1 µM]
Cc1ccc(NC(=O)CNC(=O)c2cccs2)cc1S(=O)(=O)Nc1ccc(Cl)cc1
    -7%, -15%, -3%, -7%, 0.4%, 10%, 2, -5, -5%
CC(NC(=O)C(=O)N1CCOCC1)C(c1cccs1)N1CCN(c2ccc(F)cc2)CC1 (stereo not drawn)
    -20%, 4%, -2%, 1%, 5.8%, 0%, -1, -1, -4%
Cc1ccc(N(C)S(=O)(=O)c2c(C)noc2/C=C/N(C)C)cc1
    -16%, -2%, -1%, -2%, 1.5%, -4%, -2, 5, -17%
CCOc1ccccc1NS(=O)(=O)c1ccc2c(c1)N(C)CCO2
    -14%, 1%, -3%, 3%, -0.2%, 1%, 2, 1, -3%
CCOC(=O)CSc1nc2cc3c(cc2cc1C#N)OCO3
    -2%, 2%, 8%, 1%, ?, 2%, -3, 0, 11%
O=C1C=C(Nc2ccccc2O)c2ccccc2C1=O
    18µM*, 18%, -15%, -27%, -0.5%, 0%, 33, ?, ?
CCOC(=O)c1cncc(C(=O)O)c1
    -11%, 0%, 3%, 1%, 0.3%, -8%, 2, -4, 11%[57.1 µM]
Cc1nnc(OCC(=O)NCCC2=CCCCC2)c2ccccc12
    -6%, 2%, -1%, 0%, 2.7%, 3%, -9, -3, 10%
Cc1cc(C)cc(NC(=O)CN2C(=O)NC(C)(c3ccccc3)C2=O)c1 (stereo not drawn)
    -22%, 10%, -6%, 0%, 1.3%, -5%, -6, 3, 11%[57.1 µM]
Cc1oc(-c2ccc(Cl)cc2)nc1CS(=O)CC(=O)NCc1ccc(Cl)cc1 (stereo not drawn)
    3%, -9%, 0%, 6%, -2.0%, 0%, -9, 2, 6%
COc1ccc(C(=O)COC(=O)c2cccnc2Cl)c(OC)c1
    -16%, 0%, 0%, 3%, 0.4%, -3%, -1, -12, -5%[57.1 µM]
CCOc1ccccc1CNS(=O)(=O)c1ccc2[nH]c(=O)ccc2c1
    -22%, 17%, 4%, 0%, 3.6%, -1%, -1, -2, 9%[57.1 µM]
O=C(N/C(=C/c1ccco1)C(=O)N1CCCCCC1)c1cccs1
    -15%, -8%, -4%, 1%, 0.8%, -9%, 18, -1, -3%[57.1 µM]
CCCCN1C(=O)CN(C2CCCCCC2)C(=O)C1c1ccc(OCCC)c(OC)c1 (stereo not drawn)
    8%, 0%, -2%, -3%, -0.6%, 0%, -3, -10, -4%[57.1 µM]
CCC(=O)N1CCC(C)(C(=O)NCc2cccc(OC)c2)C1 (stereo not drawn)
    ., ., 6%, 1%, ., ., -8, -3, .
COc1ccc(N(CC(=O)NCc2ccc(C)cc2)S(=O)(=O)c2c(C)noc2C)cc1
    -23%, 0%, -4%, 2%, -2.0%, -4%, 0, 3, -8%
Cc1ccc(C)c(S(=O)(=O)NCc2ccc(C(=O)N3CCCCCC3)cc2)c1
    -18%, 10%, 0%, -1%, 0.9%, -29%, 0, 3, -4%
CCCCCc1ccc(CC(=O)N2CCOCC2)cc1
    -24%, -5%, 0%, 2%, 6.1%, 2%, -5, 0, -2%
COC(=O)c1ccc(COC(=O)CNC(=O)c2cccs2)cc1
    -5%, -8%, 3%, -7%, -0.2%, -10%, -2, 2, -8%
C(=C\c1ccccc1)/CN1CCN(C(c2ccccc2)c2nnnn2C2CCCC2)CC1 (stereo not drawn)
    ., ., -6%, -2%, ., ., -5, -1, .
COc1cccc(CN(C(=O)c2oc3ccc(Br)cc3c2C)C2CCS(=O)(=O)C2)c1 (stereo not drawn)
    -15%, 5%, -3%, 1%, 0.5%, -3%, -4, -4, -7%
CCCCC(c1nnnn1CS(=O)(=O)c1ccc(C)cc1)N1CCC(C(N)=O)CC1 (stereo not drawn)
    -2%, 16%, -3%, 2%, -3.5%, -4%, -10, 1, -9%
Cc1cc(Cl)ccc1OCc1cc(=O)n2c3c(sc2n1)CCCC3
    -25%, 14%, -3%, 3%, 2.6%, 0%, -1, 3, -3%
COc1ccc(NS(=O)(=O)c2cccc3cccnc23)cc1Cl
    -25%, 7%, 9%, 0%, -3.8%, ?, 4, -2, -11%[57.1 µM]
Cc1cc(NS(C)(=O)=O)c(=O)n(Cc2cccc(C(F)(F)F)c2)c1
    -25%, 10%, -3%, 5%, ., 4%, 5, 1, .
Cc1ccc(S(=O)(=O)N(CC(=O)NCc2ccccn2)c2ccc(Cl)cc2)cc1
    -19%, 5%, -3%, -2%, 1.2%, 3%, -6, 2, -5%
COc1ccccc1NC(=O)N1CCCC1C(=O)NCc1ccc(F)cc1 (stereo not drawn)
    -9%, -2%, -1%, -3%, 1.6%, -1%, -15, 0, 2%
CCN1C(=S)SC(=O)C1=C1C=C(C)N(Cc2ccco2)C(C)=C1
    ?, 0%, -6%, 11µM*, -1.5%, ?, 4, 5, -24%[57.1 µM]
C=CCn1c(SCc2c(C(=O)OC)sc(N)c2C(=O)OC)nnc1-c1ccc(Br)cc1
    -4%, 3%, -3%, -11%, 0.2%, -4%, -5, 8, -1%[57.1 µM]
CCCCNC(=O)Oc1cccc(N2CCCC2=O)c1
    -10%, 9%, -4%, -1%, -1.0%, -18%, -2, 3, 4%
